# Screening results: PubChem, several laboratories
# DUSP1 inh: MKP-1 phosphatase inhibitors, primary screen, biochemical, in vitro; Dual specificity protein phosphatase 1 (Homo sapiens), P28562; recombinant MKP-1, OMFP hydrolysis fluorescence; inhibition, %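 (compounds tested at a single concentration somewhere between 10 and 100 µM)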; 0.15% of 65,000 active;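 active = inhibition above about 50%, limit read from the data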;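 also: 0% = DMSO max control wells and 100% = wells with enzyme stopped by NaOH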
# Target sequence (P28562 whole entry, looked up): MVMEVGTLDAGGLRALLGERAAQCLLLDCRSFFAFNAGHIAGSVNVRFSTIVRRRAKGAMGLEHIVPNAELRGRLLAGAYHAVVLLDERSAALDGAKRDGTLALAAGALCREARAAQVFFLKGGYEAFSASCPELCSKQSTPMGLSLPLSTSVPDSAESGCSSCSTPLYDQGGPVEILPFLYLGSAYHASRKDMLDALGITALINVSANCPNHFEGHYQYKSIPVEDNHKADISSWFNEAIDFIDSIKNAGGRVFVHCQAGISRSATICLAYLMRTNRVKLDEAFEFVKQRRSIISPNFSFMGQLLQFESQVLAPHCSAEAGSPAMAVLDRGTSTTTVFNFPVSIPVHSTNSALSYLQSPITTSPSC
# CatB mixtures: cathepsin B inhibitors from pooled compounds, primary screen, biochemical, compound mixtures, AMC fluorescence; P07858; Purified cathepsin B, AMC dipeptide fluorescence; inhibition, %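 (ten-compound pools at 5 µM per compound and 50 µM total)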; 0.06% of 62,000 active; AID 488, 2006; in the data active = inhibition above about 22%, passing the limit was not always enough;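 also: 0% = enzyme without compound and 100% = no enzyme blank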
# Hsp90 block: tumor Hsp90 inhibitors, primary screen, cell lysate, fluorescence polarization, NCI-N417 lysate | Heat shock protein HSP 90-alpha (Homo sapiens), P07900 | Cy3B-geldanamycin FP displacement | inhibition, % at 30 µM | 0.35% of 64,000 active | AID 429, 2006;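 active = inhibition above 50%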;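 also: 0% = tracer plus lysate wells and 100% = tracer alone without lysate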
# Cdc25B block: inhibitors of Cdc25B phosphatase catalytic domain, primary screen, biochemical, OMFP fluorescence | M-phase inducer phosphatase 2 (Homo sapiens), P30305 | recombinant Cdc25B, OMFP fluorescence Ex485/Em525 | inhibition, %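 (compounds tested at 10 µM final in the well)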 | 0.1% of 65,000 active; in the data active = inhibition above about 50%
# tolC growth inh: growth inhibitors of E. coli tolC mutant, primary screen, strain BW25113 ΔtolC::kan, 384-well; 2.2% of 65,000 active; OD615; growth inhibition, % at 10 µM (by protocol);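 active = growth inhibition at or above a cutoff equal to the mean over every tested compound plus 3 SD, cut at about 60% in these data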;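 also: growth measured after 20 h incubation at 37 °C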
#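 Test system: tolC-deleted E. coli BW25113 | Medium: LB with kanamycin 50 µg/mL | Compound dosing: Single concentration, 10 µM final per compound | Schedule: 37 °C, 20 h exposure | Measured by: OD at 615 nm | Evaluation: Percent growth inhibition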
# Ec RNAP inh: E. coli RNAP inhibitors, biochemical. DNA-directed RNA polymerase subunit beta (Escherichia coli (strain K12)), P0A8V2. E. coli RNA polymerase, fluorescence transcription assay. inhibition, %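 (tested at 10 µM)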. 0.2% of 62,000 active. AID 559, 2006; in the data active = inhibition above about 20%;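 also: 0% = enzyme without compound and 100% = no enzyme blank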
# CatB inh: human cathepsin B inhibitors, primary screen, biochemical, fluorogenic substrate. 0.1% of 63,000 active. inhibition, %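 (tested at 10 µM)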. AID 453, 2006. purified cathepsin B, fluorescence. P07858; in the data active = inhibition above about 21%;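 also: 0% = enzyme with no compound and 100% = no enzyme blank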
# D1 mod: D1 CRE-luciferase signal change, two-sided – cell-based, HEK293 D1, dopamine EC30, D1 allosteric modulator project, primary screen | D(1A) dopamine receptor (Homo sapiens), P21728 | dopamine EC30 potentiation; actives deviate in either direction | B-score at 10 µM | 5.9% of 58,000 active | AID 641, 2007;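 active = luminescence count or its row- and column-corrected plate score outside the 99.7% band of the plate's sample wells, on either side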
# Target sequence (P21728 whole entry, looked up): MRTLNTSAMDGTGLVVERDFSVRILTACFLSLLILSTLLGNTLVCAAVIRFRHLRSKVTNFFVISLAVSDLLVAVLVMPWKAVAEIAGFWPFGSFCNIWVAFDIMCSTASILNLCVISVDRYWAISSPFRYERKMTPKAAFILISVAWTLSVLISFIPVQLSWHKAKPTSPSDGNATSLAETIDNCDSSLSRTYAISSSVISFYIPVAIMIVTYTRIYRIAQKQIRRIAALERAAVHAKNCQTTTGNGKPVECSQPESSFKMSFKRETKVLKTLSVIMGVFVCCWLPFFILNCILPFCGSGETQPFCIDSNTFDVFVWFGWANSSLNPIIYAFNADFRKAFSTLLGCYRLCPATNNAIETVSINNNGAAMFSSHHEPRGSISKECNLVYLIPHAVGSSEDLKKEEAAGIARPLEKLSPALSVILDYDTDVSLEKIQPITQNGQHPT
# AP ELISA ortho: alternative complement pathway inhibitors, primary screen, biochemical, ELISA, human serum, orthogonally pooled compounds; LPS-coated ELISA, C3 deposition; tested in compound mixtures; inhibition, % at 5 µM; 0.08% of 62,000 active;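 active = inhibition above 30% in each of the two pooled mixtures holding the compound, so the lower value exceeds 30%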;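 also: 0% = serum in Mg-EGTA without compound and 100% = EDTA serum blank; some compounds past the cut are filed as inactive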
#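 Test system: human serum alternative complement pathway, C3 deposition on LPS-coated wells; also added: Plate-bound LPS; doses: 5 µM per compound in ten-compound mixtures; schedule: 1 h at 37 °C; detection: Anti-C3 ELISA, OD 450 nm; evaluation: percent inhibition of C3 deposition onto LPS; repeats: two pool placements per compound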
# * = called active by the depositor; nt = not tested or not shown.
(1) Cc1ccc2c(CC(=O)O)coc2c1
(2) COc1ccccc1-n1cnc2cc(C(=O)NCCCN3CCOCC3)ccc21
(3) Cc1ccccc1-c1n[nH]c(=S)o1
(4) CCOC(=O)CC(=O)CSc1nnc2sc3ccccc3n12
(5) COc1cccc(CSc2nc3sc(C)c(C)c3c(=O)n2Cc2ccco2)c1
(6) COc1ccc(N2CCN(C(=O)CC(NC(N)=O)c3cccc(Oc4ccccc4)c3)CC2)cc1 (stereo not drawn)
(7) CSc1nc(-c2ccco2)nn1C(=O)Cc1ccccc1
(8) CCOc1ccc(S(=O)(=O)Nc2cc(Cl)ccc2O)cc1

Compound	1	2	3	4	5	6	7	8
tolC growth inh	-6	-22	-2	2	7	1	-14	67*
Hsp90 block	-1	-1	-7	-3	nt	-2	-8	12
CatB mixtures	-2	nt	-8	nt	19	2	1	-1
DUSP1 inh	7	7	-4	78*	10	40	12	5
D1 mod	-0.55	-0.39	-0.13	nt	-0.0025	-1.4	0.22	-0.21
Cdc25B block	-14	1	-2	1	-42	-14	2	-15
AP ELISA ortho	5	nt	16	nt	6	16	1	9
CatB inh	0	nt	-4	4	4	9	3	0
Ec RNAP inh	5	nt	-7	3	8	2	8	5

(9) CC(=O)Nc1nc(C)c(-c2csc(Nc3ccc(O)cc3)n2)s1
(10) C=CCn1c(Cc2nc3ccc(Cl)cc3[nH]2)n[nH]c1=S
(11) CCOc1ccccc1N(CC(=O)O)S(=O)(=O)c1ccc(C)cc1
(12) CCCCc1[nH]nc2c1C1(C(=O)N(CC)c3ccccc31)C(C#N)=C(N)O2 (stereo not drawn)
(13) C=CCn1c(SCC(=O)NCc2ccco2)nc2sc3c(c2c1=O)CCC3
(14) Cc1nc2cccc(C(=O)NCc3ccccc3)c2o1
(15) COc1cccc(C2/C(=C(\O)c3c(C)nc4c(C)cccn34)C(=O)C(=O)N2CCCN(C)C)c1 (stereo not drawn)
(16) Cc1ccc2c(c1)N(Cc1ccc3c(c1)OCO3)C(=O)C(C)O2 (stereo not drawn)

Compound	9	10	11	12	13	14	15	16
tolC growth inh	21	4	11	10	-9	-9	-27	40
Hsp90 block	40	-2	-7	-4	2	0	-3	-1
CatB mixtures	3	-4	3	-3	-3	-1	-4	-6
DUSP1 inh	-3	2	12	-3	-2	10	-3	10
D1 mod	1.3	-0.059	-0.85	16*	-0.11	nt	0.093	nt
Cdc25B block	6	-3	-5	0	-3	19	12	-1
AP ELISA ortho	2	11	17	-11	4	6	-15	13
CatB inh	2	-2	1	25*	6	6	-2	3
Ec RNAP inh	10	nt	3	3	14	-5	5	8

(17) Cn1c(SCC(=O)N2c3ccccc3Sc3ccc(Cl)cc32)nnc1-c1ccco1
(18) COc1ccc(C2C=C(c3ccc(Br)s3)Nc3ncnn32)cc1OC (stereo not drawn)
(19) CC1CCCC(C)N1C(=O)Nc1cccc(Cl)c1 (stereo not drawn)
(20) Cc1ccc(-c2nnc(SCC(=O)N3CCCc4ccccc43)n2N)cc1
(21) COc1ccc(S(=O)(=O)N2CCOCC2)cc1C(=O)Nc1ccon1
(22) Cc1ccc(NCc2nnc(SCC(N)=O)n2CCc2ccccc2)cc1
(23) CCOC(=O)N1CCC(c2nc(C)sc2C(=O)O)CC1
(24) CCN1C(=O)/C(=C/N2CC(C)CC(C)C2)SC1=S (stereo not drawn)

Compound	17	18	19	20	21	22	23	24
tolC growth inh	65*	2	-2	2	-5	-3	-11	12
Hsp90 block	3	-3	-4	1	-14	-2	0	4
CatB mixtures	3	45	2	4	3	2	-1	2
DUSP1 inh	-14	13	5	16	-4	12	-2	-19
D1 mod	2.1	-0.075	0.71	nt	0.27	nt	-0.46	1.2
Cdc25B block	-5	9	2	4	-1	-13	-8	-5
AP ELISA ortho	16	16	-6	8	-3	16	-9	13
CatB inh	-1	4	2	-1	5	-3	2	2
Ec RNAP inh	2	-1	10	7	1	6	7	7

(25) O=C(Nc1ccc2c(c1)OCCO2)NC12CC3CC(CC(C3)C1)C2
(26) Cn1c(C(=O)NCCN2CCc3ccccc3C2)cc2c(=O)n(C)c3ccccc3c21
(27) CCCCOc1cccc(C2(C(=O)O)CCCC2)c1
(28) Cc1cc2n(n1)C(c1cn(-c3ccccc3)nc1C)Nc1ccccc1-2 (stereo not drawn)
(29) COC(=O)CSc1nc(N)nc(C)c1Br
(30) Cc1ccccc1-c1nc(CS(=O)(=O)CC(=O)NCCCN2CCCC2=O)c(C)o1
(31) CCN(CC)S(=O)(=O)c1ccc2oc(C(=O)NC(C)C)c(C)c2c1
(32) Cn1nc(CC(=O)NCCN2C(=O)CSC2=O)c2ccccc2c1=O

Compound	25	26	27	28	29	30	31	32
tolC growth inh	46	56	12	-14	15	-5	9	-16
Hsp90 block	-3	-3	-4	-4	-4	2	nt	-3
CatB mixtures	2	2	-5	-5	nt	3	1	6
DUSP1 inh	5	-9	14	17	-30	4	17	-3
D1 mod	nt	-0.31	-0.74	1.6	0.8	-0.2	0.45	0.83
Cdc25B block	3	-5	-5	0	-16	6	-12	-7
AP ELISA ortho	8	10	10	3	nt	10	15	6
CatB inh	-1	3	nt	2	6	7	1	5
Ec RNAP inh	2	3	-3	nt	nt	3	6	6

(33) Cc1ccc2oc(=O)c3cnn(CC(=O)NCCN(C)C)c3c2c1
(34) O=S1(=O)CCC(NS(=O)(=O)/C=C/c2ccccc2)C1 (stereo not drawn)
(35) Cc1oc(C(=O)O)cc1COc1cccc2cccnc12
(36) CCC(=O)N1CCc2cc(S(=O)(=O)CCC(=O)Nc3ccc(CC)cc3)ccc21
(37) Cc1ccc(-c2nn(-c3ccccc3)c3[nH]c(=O)c(CNCCN(C)C)cc23)cc1
(38) COc1ccccc1N1CCN(C(=O)c2cc(-c3ccco3)on2)CC1
(39) Cc1nc(/N=C\N(C)C)sc1C(=O)Nc1ccccc1
(40) Cn1c(=O)c2c(nc(SCCN3CCOCC3)n2Cc2ccc(Cl)cc2)n(C)c1=O

Compound	33	34	35	36	37	38	39	40
tolC growth inh	-17	1	0	-25	45	7	-3	9
Hsp90 block	-4	1	7	-3	-2	-5	-1	1
CatB mixtures	-5	2	7	0	-4	1	4	2
DUSP1 inh	6	-10	15	-2	6	10	-12	10
D1 mod	-0.39	nt	-0.39	-0.17	0.62	-0.53	0.24	1.4
Cdc25B block	-5	-9	2	4	-27	-6	-8	-4
AP ELISA ortho	-2	-11	17	12	14	18	-1	16
CatB inh	2	3	-4	4	0	2	8	2
Ec RNAP inh	10	6	2	3	5	-3	8	3

# Full records, looked up by structure. Values in the order: tolC growth inh | Hsp90 block | CatB mixtures | DUSP1 inh | D1 mod | Cdc25B block | AP ELISA ortho | CatB inh | Ec RNAP inh
# COc1ccccc1N1CCN(C(=O)c2cc(-c3ccco3)on2)CC1 is listed with 7 | -5 | 1 | 10 | -0.53 | -6 | 18 | 2 | -3
# Cc1ccc2oc(=O)c3cnn(CC(=O)NCCN(C)C)c3c2c1 is listed with -17 | -4 | -5 | 6 | -0.39 | -5 | -2 | 2 | 10
# CCC(=O)N1CCc2cc(S(=O)(=O)CCC(=O)Nc3ccc(CC)cc3)ccc21 is listed with -25 | -3 | 0 | -2 | -0.17 | 4 | 12 | 4 | 3
# Cn1c(=O)c2c(nc(SCCN3CCOCC3)n2Cc2ccc(Cl)cc2)n(C)c1=O is listed with 9 | 1 | 2 | 10 | 1.4 | -4 | 16 | 2 | 3
# Cc1ccc(-c2nn(-c3ccccc3)c3[nH]c(=O)c(CNCCN(C)C)cc23)cc1 is listed with 45 | -2 | -4 | 6 | 0.62 | -27 | 14 | 0 | 5

# Additional compounds
(41) Cc1ccc(C(C(=O)NC2CCCCC2)N(CCC(C)C)C(=O)CNC(=O)c2ccco2)o1 (stereo not drawn)
(42) COc1ccc(CN2CCN(C(=O)c3cccnc3)CC2)cc1Br
(43) CN1CCN(c2ncnc3c2[nH]c2ccc(F)cc23)CC1
(44) CCOC(=O)C(NC(=O)c1ccc(OC)cc1)(N1CCOCC1)C(F)(F)F (stereo not drawn)
(45) N#CCCN1CCN(S(=O)(=O)c2ccc(S(=O)(=O)N3CCCC3)cc2)CC1
(46) CCOC(=O)CSc1nc2c(c(=O)[nH]c(=O)n2C)n1CCc1ccccc1
(47) CCCn1nnc(NC(=O)c2ccco2)n1
(48) CCC(NC(=O)Nc1ccc(O)cc1)(C(F)(F)F)C(F)(F)F
(49) Cc1cc(=O)oc2cc(OCC(=O)N3CCc4ccccc4C3)ccc12

Compound	41	42	43	44	45	46	47	48	49
tolC growth inh	15	4	9	-20	1	-8	-21	6	3
Hsp90 block	-1	1	-4	-2	-2	1	-1	-3	nt
CatB mixtures	6	-4	1	1	1	-3	2	nt	-3
DUSP1 inh	-20	-9	-18	0	0	-8	-13	-23	5
D1 mod	2.3	-0.099	nt	-0.072	0.48	-0.48	nt	-0.7	0.19
Cdc25B block	0	-1	-7	2	-2	17	-6	-22	-2
AP ELISA ortho	3	21	11	-8	12	-8	-2	nt	-4
CatB inh	3	0	-1	1	1	1	3	3	4
Ec RNAP inh	5	2	-4	-4	-5	12	7	nt	7
